From PubChem
Yeast growth tox: Inhibits yeast growth, turbidity readout; S. cerevisiae wild-type growth, A595 turbidity, 16 h; growth inhibition, % at 25 µM (by protocol); 30,000 tested, 0.3% active; AID 685;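 active = mutant and wild-type yeast strains alike exhibit over 30% growth inhibition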;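 also: 0% = untreated cell controls and 100% = YPD media blanks without cells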
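Test system: Wild-type and eIF2Bepsilon-R284H mutant S. cerevisiae, screened separately | Dosing: Single 25 µM compound dose in 0.2% DMSO | Schedule: 16 h compound exposure during growth at 30 °C | Detection: A595 turbidity | Evaluation: Growth inhibition (%) versus cell controls and blanks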
eIF2B yeast act: eIF2B (yeast) activity modulation. 27,000 tested, 0.91% active. inhibition, % at 25 µM (by protocol). S. cerevisiae eIF2B-epsilon R284H, GCN4-lacZ luminescence. AID 688;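 active = mutant luminescence inhibited past about 50% while wild type luminescence and mutant growth stay under set limits, limit read from the data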; also: some compounds called inactive have numbers as strong as hits
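Material: yeast eIF2B-epsilon R284H mutant carrying GCN4–beta-galactosidase fusion. Medium: YPD yeast growth medium. Incubation: 16 h growth with compound at 30 °C, 90 min Beta-Glo step. Signal: Beta-Glo luminescence plus absorbance at 595 nm. Evaluation: % inhibition of reporter signal and growth versus controls. Doses: 25 µM single dose.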
Yeast growth tox inhibition %: further read-out of Yeast growth tox, marked with its call; growth inhibition, %; S. cerevisiae eIF2Bepsilon-R284H mutant growth, A595 turbidity, 16 h;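 each compound tested once at 25 µM; 0% equals untreated cells and 100% equals cell-free medium blanks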
eIF2B yeast act mutant toxicity: further read-out of eIF2B yeast act, marked with its call; growth inhibition, %; measured here: mutant yeast growth, toxicity;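 each compound tested once at 25 µM; zero equals untreated control growth and 100 equals blank medium absorbance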
The depositor's hits bear a star. Some of the compounds tested; rates above refer to the full screens.

Start of the listing, in advance (four entries):
How did CS(=O)(=O)N(Cc1ccccc1)c1ccc(C(=O)NCc2cccnc2)cc1 do in these assays?
Yeast growth tox: 13; Yeast growth tox inhibition %: 8

Results for CCOC(=O)C(Cc1ccccc1)NC(=O)Cn1nnc(-c2ccccc2)n1 (centres undefined) ?
Yeast growth tox: -12; eIF2B yeast act: -2; Yeast growth tox inhibition %: 17; eIF2B yeast act mutant toxicity: 17

Results for Cc1ccc2c(c1)cc(CN(Cc1ccc3c(c1)OCO3)C(=O)c1ccccc1)c1nnnn12 ?
Yeast growth tox: -9; eIF2B yeast act: -13; Yeast growth tox inhibition %: 11; eIF2B yeast act mutant toxicity: 11

What do the screens show for `CC1CCN(S(=O)(=O)c2csc(C(=O)Nc3ccccc3)c2)CC1`?
Yeast growth tox: 12; Yeast growth tox inhibition %: 24

The whole of this part, repeating the preview:
How did CS(=O)(=O)N(Cc1ccccc1)c1ccc(C(=O)NCc2cccnc2)cc1 do in these assays?
Yeast growth tox: 13; Yeast growth tox inhibition %: 8

Results for CCOC(=O)C(Cc1ccccc1)NC(=O)Cn1nnc(-c2ccccc2)n1 (centres undefined) ?
Yeast growth tox: -12; eIF2B yeast act: -2; Yeast growth tox inhibition %: 17; eIF2B yeast act mutant toxicity: 17

Results for Cc1ccc2c(c1)cc(CN(Cc1ccc3c(c1)OCO3)C(=O)c1ccccc1)c1nnnn12 ?
Yeast growth tox: -9; eIF2B yeast act: -13; Yeast growth tox inhibition %: 11; eIF2B yeast act mutant toxicity: 11

What do the screens show for `CC1CCN(S(=O)(=O)c2csc(C(=O)Nc3ccccc3)c2)CC1`?
Yeast growth tox: 12; Yeast growth tox inhibition %: 24

Results for O=C(CCNC(=O)Cn1ccc2ccccc2c1=O)NCCCN1CCN(c2ccccc2F)CC1 ?
Yeast growth tox: 8; eIF2B yeast act: 6; Yeast growth tox inhibition %: -5; eIF2B yeast act mutant toxicity: -5

Results for O=C(CCCC(=O)OCC1CCCO1)OCC1CCCO1 (centres undefined) ?
Yeast growth tox: -2; eIF2B yeast act: 16; Yeast growth tox inhibition %: 18; eIF2B yeast act mutant toxicity: 18

Results for Clc1ccc(CCNc2nc3ccccc3s2)cc1 ?
Yeast growth tox: -2; eIF2B yeast act: 8; Yeast growth tox inhibition %: 5; eIF2B yeast act mutant toxicity: 5

Results for Cc1cccc(-n2ncc3c(N)ncnc32)c1 ?
Yeast growth tox: 5; eIF2B yeast act: -2; Yeast growth tox inhibition %: -4; eIF2B yeast act mutant toxicity: -4

What do the screens show for `Nc1cc(OC(=O)c2cccs2)nn1S(=O)(=O)c1ccc(F)cc1`?
Yeast growth tox: -4; eIF2B yeast act: 0; Yeast growth tox inhibition %: -18; eIF2B yeast act mutant toxicity: -18

Results for Cc1ccc(CCNC(=O)c2nnn(-c3cccc(C)c3)c2N)cc1 ?
Yeast growth tox: 10; eIF2B yeast act: 24; Yeast growth tox inhibition %: 11; eIF2B yeast act mutant toxicity: 11

Results for O=C(O)c1cc(CN2CCOCC2)oc1-c1ccccc1 ?
Yeast growth tox: 7; eIF2B yeast act: 0; Yeast growth tox inhibition %: -3; eIF2B yeast act mutant toxicity: -3

How did COc1ccc(C(=O)O)cc1S(=O)(=O)Nc1cccc(C(F)(F)F)c1 do in these assays?
Yeast growth tox: 10; eIF2B yeast act: 4; Yeast growth tox inhibition %: 3; eIF2B yeast act mutant toxicity: 3

What do the screens show for `CC1CCN(CC(=O)N2CC(=O)Nc3ccccc32)CC1`?
Yeast growth tox: 6; Yeast growth tox inhibition %: 11

How did N#Cc1nc(COc2ccccc2)oc1N1CCN(c2cccc(Cl)c2)CC1 do in these assays?
Yeast growth tox: -19; eIF2B yeast act: 15; Yeast growth tox inhibition %: 0

Results for O=C(CCSCCc1ccccn1)Nc1ccc(Br)cn1 ?
Yeast growth tox: 7; eIF2B yeast act: 13; Yeast growth tox inhibition %: -5; eIF2B yeast act mutant toxicity: -5

The last 2 compounds of the section above come first, to join the parts:
How did N#Cc1nc(COc2ccccc2)oc1N1CCN(c2cccc(Cl)c2)CC1 do in these assays?
Yeast growth tox: -19; eIF2B yeast act: 15; Yeast growth tox inhibition %: 0

Results for O=C(CCSCCc1ccccn1)Nc1ccc(Br)cn1 ?
Yeast growth tox: 7; eIF2B yeast act: 13; Yeast growth tox inhibition %: -5; eIF2B yeast act mutant toxicity: -5

What do the screens show for `CN(C)S(=O)(=O)c1cccc(NC(=O)Cn2cnc3ccccc3c2=O)c1`?
Yeast growth tox: 4; Yeast growth tox inhibition %: 20

What do the screens show for `CCCCN1C(=S)SC(C)(C)C1/[N+]([O-])=C/c1cccnc1` (centres undefined)?
Yeast growth tox: 13; eIF2B yeast act: -20; Yeast growth tox inhibition %: 0

How did CCSc1nnc(-c2ccc(S(=O)(=O)NCc3cccs3)cc2)o1 do in these assays?
Yeast growth tox: -16; eIF2B yeast act: 47; Yeast growth tox inhibition %: -29; eIF2B yeast act mutant toxicity: -29

How did CCC(CO)n1c(SCc2cc(=O)oc3cc(C)ccc23)nc2ccccc2c1=O (centres undefined) do in these assays?
Yeast growth tox: 40; eIF2B yeast act: 10; Yeast growth tox inhibition %: 10; eIF2B yeast act mutant toxicity: 10

Results for COc1ccc(OC)c(S(=O)(=O)Nc2c(F)cccc2F)c1 ?
Yeast growth tox: 23; eIF2B yeast act: 20; Yeast growth tox inhibition %: 0

What do the screens show for `C=CCC(NC(C)c1ccccc1)c1ccco1` (centres undefined)?
Yeast growth tox: -7; eIF2B yeast act: 14; Yeast growth tox inhibition %: 11; eIF2B yeast act mutant toxicity: 11

Results for CC1=C(C)CC(C(=O)NCCc2ccccc2)C(C(=O)O)C1 (centres undefined) ?
Yeast growth tox: 6; Yeast growth tox inhibition %: 0

How did CCOC(=O)CN(C(=O)CSc1nnc(Cc2ccccc2)n1-c1ccc(C)cc1)c1ccccc1 do in these assays?
Yeast growth tox: -11; eIF2B yeast act: 16; Yeast growth tox inhibition %: 0

Results for O=C1c2ccccc2N2C(=O)c3ccccc3[C@H]2N1c1ccccc1 ?
Yeast growth tox: -3; Yeast growth tox inhibition %: 3

Results for CCn1c(SCC(=O)Nc2ccccc2)nc2c1c(=O)n(C)c(=O)n2C ?
Yeast growth tox: -15; eIF2B yeast act: 26; Yeast growth tox inhibition %: -4; eIF2B yeast act mutant toxicity: -4

How did CC(C)(C)Nc1nc(N2CCCC2)nc(N2CCCC2)n1 do in these assays?
Yeast growth tox: 12; eIF2B yeast act: -10; Yeast growth tox inhibition %: 27; eIF2B yeast act mutant toxicity: 27

Results for CCCCCn1c(=O)c(C(=O)c2ccccc2)nc2ccccc21 ?
Yeast growth tox: 4; eIF2B yeast act: 5; Yeast growth tox inhibition %: -5; eIF2B yeast act mutant toxicity: -5

What do the screens show for `COC(=O)c1ccsc1NC(=O)CSc1nnnn1Cc1ccccc1`?
Yeast growth tox: -4; eIF2B yeast act: 4; Yeast growth tox inhibition %: 4; eIF2B yeast act mutant toxicity: 4

Results for Cc1ccc(N2C(=O)C3ON(c4ccccc4)C(c4ccncc4)C3C2=O)c(C)c1 (centres undefined) ?
Yeast growth tox: 4; eIF2B yeast act: -6; Yeast growth tox inhibition %: 0

Results for Cc1cccc(NC(=O)CSc2nnc(C)n2Cc2ccccc2)c1 ?
Yeast growth tox: 11; eIF2B yeast act: 16; Yeast growth tox inhibition %: 5; eIF2B yeast act mutant toxicity: 5

What do the screens show for `C=C(C)c1cccc(C(C)(C)NC(=O)N2CCCC2)c1`?
eIF2B yeast act: 31

Results for CCc1ccc(NC2=CC(=O)CC(c3ccco3)C2)cc1 (centres undefined) ?
Yeast growth tox: 0; eIF2B yeast act: 10; Yeast growth tox inhibition %: 3; eIF2B yeast act mutant toxicity: 3

Results for O=C(Nc1cccc(Cl)c1)Nc1ccccc1C(=O)NCc1ccco1 ?
Yeast growth tox: 7; eIF2B yeast act: -5; Yeast growth tox inhibition %: 14; eIF2B yeast act mutant toxicity: 14

How did CCOC(=O)c1ccccc1NC(=O)Cn1cnc2c(cnn2C(C)(C)C)c1=O do in these assays?
Yeast growth tox: 0; eIF2B yeast act: -7; Yeast growth tox inhibition %: -4; eIF2B yeast act mutant toxicity: -4

How did CCn1c(NC(=O)C2CCCCC2)nc2ccccc21 do in these assays?
Yeast growth tox: 14; eIF2B yeast act: 30; Yeast growth tox inhibition %: 4; eIF2B yeast act mutant toxicity: 4

Results for Cc1ccc(-c2noc(CSc3nnc(-c4ccncc4)n3-c3ccc(F)cc3)n2)cc1 ?
Yeast growth tox: 18; Yeast growth tox inhibition %: 12

Results for Cn1c(C(=O)NCCCN2CCCCC2)cc2sccc21 ?
Yeast growth tox: -2; eIF2B yeast act: 26; Yeast growth tox inhibition %: -8; eIF2B yeast act mutant toxicity: -8

How did CCCc1nc2ccccc2c(=O)n1N do in these assays?
Yeast growth tox: 22; eIF2B yeast act: 14; Yeast growth tox inhibition %: 20; eIF2B yeast act mutant toxicity: 20

How did COc1ccc(OC)c(Nc2cc(C)nc3ccccc23)c1 do in these assays?
Yeast growth tox: 6; eIF2B yeast act: 27; Yeast growth tox inhibition %: -7; eIF2B yeast act mutant toxicity: -7

What do the screens show for `Cc1ccc(/C=c2/sc3n(c2=O)CCCN=3)o1`?
Yeast growth tox: -2; eIF2B yeast act: 22; Yeast growth tox inhibition %: 0

Results for CCCN1Cc2cccc(C(=O)Nc3ccc(N4CCN(CC)CC4)cc3)c2C1=O ?
Yeast growth tox: 13; eIF2B yeast act: 15; Yeast growth tox inhibition %: 6; eIF2B yeast act mutant toxicity: 6

What do the screens show for `CN(C)c1ccc(NC2=C([N+](=O)[O-])CS(=O)(=O)C2)cc1`?
Yeast growth tox: 15; eIF2B yeast act: 17; Yeast growth tox inhibition %: 24; eIF2B yeast act mutant toxicity: 24

What do the screens show for `Cc1c(NC(=O)CSc2cccc3cccnc23)c(=O)n(-c2ccccc2)n1C`?
Yeast growth tox: 18; eIF2B yeast act: 25; Yeast growth tox inhibition %: -6; eIF2B yeast act mutant toxicity: -6

Results for CCOC(=O)C1CCN(CC(=O)Nc2c(C(=O)OC)[nH]c3ccccc23)CC1 ?
Yeast growth tox: 10; eIF2B yeast act: 19; Yeast growth tox inhibition %: 8; eIF2B yeast act mutant toxicity: 8

What do the screens show for `CCOc1cc(S(=O)(=O)NCCc2ccccc2C)c(OCC)cc1-n1cnnn1`?
Yeast growth tox: 23; eIF2B yeast act: 19; Yeast growth tox inhibition %: 16; eIF2B yeast act mutant toxicity: 16

How did Cc1ccc(SCCCCN2C(=O)NC(C)(C)C2=O)cc1 do in these assays?
Yeast growth tox: -2; eIF2B yeast act: -16; Yeast growth tox inhibition %: -19; eIF2B yeast act mutant toxicity: -19

What do the screens show for `COc1ccc(C2CC(c3c(-c4ccccc4)c4cc(Cl)ccc4[nH]c3=O)=NN2S(C)(=O)=O)cc1` (centres undefined)?
Yeast growth tox: -4; eIF2B yeast act: -4; Yeast growth tox inhibition %: -20; eIF2B yeast act mutant toxicity: -20

Results for OCc1cn(-c2ccccc2)nc1-c1ccc(-c2nn(-c3ccccc3)cc2CO)cc1 ?
Yeast growth tox: -36; eIF2B yeast act: 15; Yeast growth tox inhibition %: -8; eIF2B yeast act mutant toxicity: -8

How did O=C1N(CN2CCN(c3cccc(Cl)c3)CC2)c2ccccc2C12OCCCO2 do in these assays?
Yeast growth tox: -16; eIF2B yeast act: 23; Yeast growth tox inhibition %: 14; eIF2B yeast act mutant toxicity: 14

What do the screens show for `CCSc1ccc2nnc(-c3cccc(F)c3)n2n1`?
eIF2B yeast act: 47

Results for COC(=O)c1[nH]c2cccc(OC)c2c1NC(=O)CN(C)CC1OCCO1 ?
Yeast growth tox: 12; eIF2B yeast act: -9; Yeast growth tox inhibition %: 5; eIF2B yeast act mutant toxicity: 5

How did O=C(NCCc1c[nH]c2ccccc12)C(F)(F)C(F)F do in these assays?
Yeast growth tox: 16; eIF2B yeast act: 15; Yeast growth tox inhibition %: 14; eIF2B yeast act mutant toxicity: 14

What do the screens show for `CCOC(=O)c1c(C)sc2c1N(C(C)=O)c1cc(Cl)ccc1S2`?
Yeast growth tox: -9; eIF2B yeast act: 21; Yeast growth tox inhibition %: -38; eIF2B yeast act mutant toxicity: -38

What do the screens show for `CCOC(=O)c1sc(C)c2c1NC(c1ccc(N(C)C)cc1)NC2=O` (centres undefined)?
Yeast growth tox: -13; eIF2B yeast act: -11; Yeast growth tox inhibition %: -10; eIF2B yeast act mutant toxicity: -10

How did COc1cccc(NC(=O)CN2CCC(C)CC2)c1 do in these assays?
Yeast growth tox: 7; eIF2B yeast act: 23; Yeast growth tox inhibition %: 19; eIF2B yeast act mutant toxicity: 19

How did Cc1ccc(SC/C(O)=C(\C#N)c2nc3ccccc3n2C)cc1 do in these assays?
Yeast growth tox: -18; eIF2B yeast act: 12; Yeast growth tox inhibition %: -31; eIF2B yeast act mutant toxicity: -31

Results for CCN1c2ccccc2NC2C1C(C(C)=O)C(=O)N2c1ccc(Cl)cc1 (centres undefined) ?
Yeast growth tox: -3; eIF2B yeast act: 20; Yeast growth tox inhibition %: -9; eIF2B yeast act mutant toxicity: -9

How did O=C1c2ccccc2CCC12N=NCC2c1ccccc1 (centres undefined) do in these assays?
Yeast growth tox: 7; eIF2B yeast act: 8; Yeast growth tox inhibition %: -5; eIF2B yeast act mutant toxicity: -5
